CHT inh – inhibits the human high affinity choline transporter. Q9GZV3. CHT-expressing cells, membrane potential dye, choline response; stronger effect = lower value. B-score at 10 µM. actives 0.86% (n = 310,000);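 active = B-score over 3 SD under the library average, and starting fluorescence ratio not unusually high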;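 note: choline stimulus applied at its EC90 after an EC20 pre-addition; B-score computed on integrated fluorescence ratio after choline addition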
Target sequence (Q9GZV3 whole entry, looked up): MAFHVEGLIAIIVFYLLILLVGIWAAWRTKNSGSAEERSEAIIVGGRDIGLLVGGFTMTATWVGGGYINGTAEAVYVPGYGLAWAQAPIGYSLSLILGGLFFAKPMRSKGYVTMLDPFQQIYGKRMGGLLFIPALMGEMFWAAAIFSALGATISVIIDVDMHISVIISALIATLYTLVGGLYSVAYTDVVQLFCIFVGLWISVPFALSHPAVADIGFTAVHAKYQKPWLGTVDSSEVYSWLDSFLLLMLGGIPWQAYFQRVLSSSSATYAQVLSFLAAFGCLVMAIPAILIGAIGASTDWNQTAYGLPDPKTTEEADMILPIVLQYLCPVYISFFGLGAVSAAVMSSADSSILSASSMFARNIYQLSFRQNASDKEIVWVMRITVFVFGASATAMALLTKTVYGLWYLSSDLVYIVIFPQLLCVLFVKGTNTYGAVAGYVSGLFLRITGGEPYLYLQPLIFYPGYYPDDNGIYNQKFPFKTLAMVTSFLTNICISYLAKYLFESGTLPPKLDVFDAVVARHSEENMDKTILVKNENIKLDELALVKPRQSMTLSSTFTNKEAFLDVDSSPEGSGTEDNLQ
Kir21 inh – Kir2.1 (mouse) channel inhibition | P35561 | HEK293-Kir2.1, FluxOR thallium flux fluorescence; stronger effect = lower value | B-score at 10 µM | actives 0.85% (n = 310,000) | AID 1672;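 active = fluorescence ratio B-score at or below minus 3 SD of library scores, with starting-brightness B-score within 2 SD, cut at about -4.2 in these data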;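 note: channel flux triggered by added potassium and thallium sulfate stimulus; B-score of peak minus minimum fluorescence over baseline after thallium stimulus; more negative B-score means stronger Kir2.1 block with less thallium influx; some compounds called inactive have numbers as strong as hits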
Target sequence (P35561 whole entry, looked up): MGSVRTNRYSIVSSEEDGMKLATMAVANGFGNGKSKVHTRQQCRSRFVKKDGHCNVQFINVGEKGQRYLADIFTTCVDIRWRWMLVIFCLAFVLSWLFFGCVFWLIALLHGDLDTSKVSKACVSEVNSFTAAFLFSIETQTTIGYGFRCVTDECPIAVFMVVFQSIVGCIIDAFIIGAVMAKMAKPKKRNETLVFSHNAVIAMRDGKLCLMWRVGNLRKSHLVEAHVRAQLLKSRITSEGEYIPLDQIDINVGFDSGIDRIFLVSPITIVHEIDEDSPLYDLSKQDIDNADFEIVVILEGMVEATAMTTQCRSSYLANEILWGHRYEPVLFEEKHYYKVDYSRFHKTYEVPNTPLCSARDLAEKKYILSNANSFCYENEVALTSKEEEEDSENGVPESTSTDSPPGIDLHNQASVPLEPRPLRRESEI
Starred values were filed as active, the others as inactive; i = inactive; nt = no result given.

SMILES	CHT inh	Kir21 inh
CC1CCCN(S(=O)(=O)c2ccc(C(=O)Nc3sc4c(c3C(N)=O)CCN(C)C4)cc2)C1 (stereo unspecified)	i	-0.14
C/C(=N\OC(=O)c1ccc(F)cc1)c1sc(-c2ccc(Cl)cc2)nc1C	i	-0.52
Cc1cccc2[nH]c(CN(C)Cc3nc(CC4CC4)no3)nc12	i	-0.57
Cc1ccc(S(=O)(=O)NCCNC(=O)CN2CCCC2)cc1	i	0.55
CC1(C2CC(C(F)(F)F)n3nc(C(=O)O)cc3N2)CC1 (stereo unspecified)	i	-0.34
O=[N+]([O-])c1ccc(-c2nc(Nc3cccc(O)c3)c3ccccc3n2)cc1	i	1.4
Cc1cc(C)n(CC(=O)c2cccc([N+](=O)[O-])c2)n1	i	1.18
CCCCn1c(=O)n(CC(=O)Nc2ccc(C)c(Cl)c2)c(=O)c2c1ncn2Cc1ccco1	i	0.65
Cc1ccccc1OCCCCCn1ccnc1	i	1.37
CN(C)/C=C(\C#N)C(=O)c1cccc(Oc2ccc(Br)cc2)c1	i	1.09
CCSc1nnc(NC(=O)CCC2CCCCC2)s1	i	0.93
O=C(CCC1CCCN(C(=O)c2ccc3c(c2)OCO3)C1)NCc1ccc(F)c(F)c1 (stereo unspecified)	i	-1.04
Cc1c(Cl)cccc1NC(=S)Nc1ccc2[nH]c(=O)[nH]c2c1	i	-0.89
COC(=O)CSc1nnc(-c2ccc(S(=O)(=O)NCc3ccccc3Cl)cc2)o1	i	1.45
Cc1nn(Cc2ccc(F)cc2)c(Cl)c1/C=N/NC(=O)c1cccnc1	i	0.03
O=C(CN1CC(=O)Oc2ccccc21)OCC(=O)c1ccc(F)cc1	i	1.08
Cc1ccc(Cn2nc(C)c(NC(=O)c3cc(-c4ccco4)on3)c2C)cc1	i	-1.24
NS(=O)(=O)c1ccc(NC(=O)COC(=O)CCc2c[nH]c3ccccc23)cc1	i	0.87
Cc1ccc2c(CN3CCOCC3)cc(=O)oc2c1C	i	-0.27
CCOC(=O)CSc1nc2c(sc(=S)n2Cc2ccco2)c(=O)n1-c1ccc(F)cc1	i	0.84
NC1=NC[C@@H](Cc2ccc(O)cc2)N1CCCCC1CCCCC1	i	-1.42
Cc1cccc(N(CC(=O)N=Nc2c(O)[nH]c3ccccc23)S(C)(=O)=O)c1C	i	0.81
CNC(=S)Nc1sc2c(c1C(=O)OC)CCC2	i	0.15
O=C(Cn1cnc2ccccc2c1=O)NCCC(=O)N1CCN(c2ccccc2)CC1	i	2.26
CCN(CC(=O)N1CCOCC1)S(=O)(=O)c1ccc(Cl)cc1	i	-0.05

Further records follow.
SMILES	CHT inh	Kir21 inh
Cc1ccc2cc(C#N)c(N3CCCN(C(=O)C4CCCO4)CC3)nc2c1 (stereo unspecified)	i	-2.76
CCc1nn(CC(=O)NCCCN2CCCC2=O)c(=O)c2cc3sccc3n12	i	0.62
Cn1c(SCc2cccc(Br)c2)nnc1-c1ccccn1	i	1.34
O=C(NC1CCCCC1)c1cccc(S(=O)(=O)N2CCOCC2)c1	i	0.86
O=C(Cn1nc(C(F)(F)F)c2c1CCCC2)N1CCOCC1	i	0.67
COc1ccc(OC)c(S(=O)(=O)NCc2cn3ccsc3n2)c1	i	1.94
CCOC(=O)c1ccc2nc(Nc3nc4ccc(F)cc4s3)sc2c1	i	0.63
COC(=O)C1CCN(C(=O)c2ccc(SC)cc2OC)CC1	i	1.26
Cc1ccc(NC(=O)c2ccc(Cl)cc2[N+](=O)[O-])nc1	i	3.3
COc1ccc(NS(=O)(=O)c2ccc(NC(C)=O)cc2)cc1OC	i	1.71
CC(C(=O)NC1CCCCC1)N1C(=O)c2cccc3cccc1c23 (stereo unspecified)	i	1.93
N#CCC1c2ccccc2CCN1C(=O)Nc1ccc(Cl)cc1 (stereo unspecified)	i	-0.04
O=C(Cc1cccs1)Nc1nnc(CCc2ccccc2)s1	i	-0.57
CCOc1ccc(S(=O)(=O)NC(C)C(=O)NCc2ccccn2)cc1 (stereo unspecified)	i	-0.51
CC(=O)NC1CC(C)(C)N(OC(C)=O)C(C)(C)C1	nt	1.09
Nc1n[nH]c(=S)n1-c1ccc(Cl)cc1	i	1.17
OC(COc1ccccc1)CN1CCN(C(c2ccccc2)c2ccccc2)CC1 (stereo unspecified)	i	-0.1
CC1(C)C[C@@H]2C[C@@](C)(CN2C(=O)c2ccccc2)C1	i	0.61
COC(=O)c1cccn(CC(=O)c2ccc(Cl)cc2Cl)c1=O	i	-1.64
Cc1ccccc1N1C(=O)C(Cc2ccc(F)cc2)S/C1=C(\C#N)C(N)=O (stereo unspecified)	i	-1.33
COc1ccc(Cn2nnnc2C(c2ccc(N(C)C)cc2)N2CCC(C(N)=O)CC2)cc1 (stereo unspecified)	i	0.2
C[C@H](NC(=O)c1nc[nH]c1C(=O)N[C@@H](C)C(=O)OCc1ccccc1)C(=O)OCc1ccccc1	i	-0.01
COCCn1c(-c2ccc(Cl)cc2Cl)nc2c(c(=O)c3ccccc3n2C)c1=O	i	-0.49
CC(C)c1ccc(OCC(=O)Nc2ccc3oc(=O)ccc3c2)cc1	i	0
COc1ccc(NC(=O)CN(C)C(=O)c2c(C)nn(Cc3ccccc3)c2C)cc1	i	1.2

One compound at a time, as listed above. Screens in order: CHT inh	Kir21 inh
Results for COCCn1c(-c2ccc(Cl)cc2Cl)nc2c(c(=O)c3ccccc3n2C)c1=O = i	-0.49
Results for COc1ccc(Cn2nnnc2C(c2ccc(N(C)C)cc2)N2CCC(C(N)=O)CC2)cc1 (stereo unspecified) = i	0.2
Results for CCOC(=O)c1ccc2nc(Nc3nc4ccc(F)cc4s3)sc2c1 = i	0.63

Gathered by group: those above containing a CF3 group
SMILES	CHT inh	Kir21 inh
CC1(C2CC(C(F)(F)F)n3nc(C(=O)O)cc3N2)CC1 (stereo unspecified)	i	-0.34
O=C(Cn1nc(C(F)(F)F)c2c1CCCC2)N1CCOCC1	i	0.67

Additional structures
SMILES	CHT inh	Kir21 inh
COc1ccc(C2=NN(C(=O)c3ccc(Cl)c([N+](=O)[O-])c3)C(c3ccccc3)C2)cc1 (stereo unspecified)	i	-1.86
CCCn1c(-c2ccc(F)cc2)cnc1SCC(=O)O	i	0.63
COc1ccccc1OCCSc1nnnn1C1CCCCC1	i	-1.78
Cc1nc(N2CCC(C)CC2)c(C#N)c(C)c1[N+](=O)[O-]	i	1.84
CCOC(=O)C1CCN(c2c(NCc3ccc(C(=O)N(C)Cc4ccccc4)cc3)c(=O)c2=O)CC1	i	0.43
CC(=O)OC1COC(n2ccc3ccccc32)C(OC(C)=O)C1OC(C)=O (stereo unspecified)	i	1.24
Cc1n[nH]c(=O)nc1NCc1ccccc1	i	-0.03
O=c1[nH]n2c(=O)c3c([nH]c2c1N=Nc1ccccc1)CCC3	i	1.32
CS(=O)(=O)N(CC(N)=O)c1ccc(F)c(Cl)c1	i	-1.39
O=C(Nc1ccccc1N1CCOCC1)c1cccc(F)c1	i	0.6
COc1ccc(NCc2nnc(SCC(=O)N3CCCc4ccccc43)n2C)cc1	i	-1.04
CN1CCN(CCc2nc3cc(NC(=O)COc4ccc(Cl)cc4)ccc3n2C)CC1	i	0.29
CC(C)C1NCCc2c1sc1ccccc21 (stereo unspecified)	i	-2.9
CCN1CCN(CC(=O)Nc2ccccc2)C(=O)C1=O	i	-1.66
Fc1cccc(F)c1-n1c(CN2CCCC2)csc1=S	i	-1.83
CCOC(=O)c1cc(CC)sc1NC(=O)c1ccc2c(c1)OCCO2	i	0.7
CC(=O)c1c(-c2ccccc2)[nH]c2ccccc12	i	-0.88
Cn1c(SCC(=O)Nc2cc(Cl)cc(Cl)c2)nnc1-c1ccc2nonc2c1	i	0.6
CCN(CC)C(=O)c1ccc(C)c(Br)c1	i	-1.29
CC1CN(S(=O)(=O)c2cccc(C(=O)Nc3ccccc3N3CCCCC3)c2)CC(C)O1 (stereo unspecified)	i	-0.9
CCC(C)Nc1nc(-c2ccc3c(c2)NC(=O)CO3)cs1 (stereo unspecified)	i	1.2
COc1ccc(OC)c(S(=O)(=O)N(C)CC(=O)N2CCN(c3ccccc3)CC2)c1	i	-0.09
CCCCN(CC)C(=O)Cc1cn(C)c2ccccc12	i	-2.73
CC1CCC(NC(=O)c2nn(C)c3c2CS(=O)(=O)c2ccccc2-3)CC1 (stereo unspecified)	i	-0.69
Cc1ccc(CNc2cc(C(=O)O)ccc2Cl)s1	i	1.07

Carrying on:
SMILES	CHT inh	Kir21 inh
COc1cccc(CNC(=O)Cc2csc(NC(=O)Nc3ccccc3OC)n2)c1	i	0.94
c1ccc2[nH]c(N3CCOCC3)nc2c1	i	3.24
COc1cccc(CNc2ccc3c(c2)CCC3)c1	i	0.03
O=C(c1cc(Cl)nc2ccccc12)N1CCN(S(=O)(=O)c2cccc(C(F)(F)F)c2)CC1	i	-0.21
CC(C(=O)Nc1nc2ccccc2[nH]1)N1C(=O)C2CC=CCC2C1=O (stereo unspecified)	i	1.12
O=C(O)c1cc(N/N=C/C=C/c2ccccc2)ccc1Cl	i	1.4
O=C(COc1ccc(F)cc1F)Nc1cccnc1	i	2.05
CN(C)CCNC(=O)c1cc2cc(Br)ccc2oc1=O	i	1.02
C(=N\n1cnnc1)/c1nc2ccccc2[nH]1	i	0.38
O=C(O)c1cc(NC(=O)c2ccc3c(c2)C(=O)N(Cc2ccccc2)C3=O)cc(C(=O)O)c1	i	0.82
CN(C)CCCNc1ncnc2c1c(-c1ccccc1)cn2-c1ccccc1	i	-1.47
CC(C)CC(NS(=O)(=O)c1ccccc1)C(=O)O (stereo unspecified)	i	-0.03
Cc1ccccc1NS(=O)(=O)c1c(C(=O)N2CCCCCC2)c(C)n(C)c1C	i	0.04
CCOC(=O)C1=C(C)OC(N)=C(C#N)C1c1cc(F)ccc1F (stereo unspecified)	i	-2.51
CCOC(=O)N1C2=NC(C(=O)OC)=C(C(=O)OC)[C@@H]3N(C)c4ccccc4[C@]23C[C@H]1C(=O)OC	i	0.51
Cc1nnc2n1N=C(c1ccc3c(c1)NC(=O)CO3)CS2	i	0.85
CCC1CCc2sc(C(=O)N(C)CC(=O)Nc3ccc(OC)cc3)cc2C1 (stereo unspecified)	i	-0.54
CCCOCc1ccc(O)c2ncccc12	i	0.78
CN1CCN(NC(=O)c2cccs2)CC1	i	1.2
O=C(O)CC/C(=C\c1cc([N+](=O)[O-])ccc1Cl)c1nc2ccccc2s1	i	1.63
Fc1ccccc1/C=N/Nc1nn[nH]n1	i	0.02
Cc1[nH]n(C(N)=S)c(=O)c1N=Nc1ccc([N+](=O)[O-])cc1Cl	i	0.55
COc1ccc(C(=O)NC2CC2)cc1OC1CCN(Cc2ccc(SC)cc2)CC1	i	-0.59
O=C(COC(=O)c1ccc(S(=O)(=O)Nc2ccccc2)cc1)NCc1ccco1	i	-2.1
O=C(Nc1ccccc1Cc1ccccc1)c1ccccc1F	i	0.74

(list continues)
SMILES	CHT inh	Kir21 inh
C=CCNC(=O)NC(=O)COn1nnc2ccc(S(=O)(=O)N(C)C)cc21	i	1.19
COc1cc(C(C)=O)ccc1OCC(O)CN1CCN(S(=O)(=O)c2ccccc2)CC1 (stereo unspecified)	i	-0.21
C#CCNc1nc(C)nc2c1nnn2Cc1ccccc1F	i	0.02
CC(=O)NCc1ccc(C(=O)O)cc1	i	0.68
Cc1ccc(-n2c(Cc3noc4ccccc34)n[nH]c2=S)cc1	i	1.69
COc1ccc(F)cc1S(=O)(=O)Nc1cc2c3c(c1)CCC(=O)N3CCC2	i	0.33
O=C1/C(=N\O)Cc2ccccc21	i	0.22
COc1ccc(-c2cnc[nH]2)cc1	i	0.16
COc1ccccc1COn1c(=O)c(-c2ccco2)[n+]([O-])c2ccccc21	i	-1.67
CCCCNC(=O)C1CCCN1C(=O)Nc1ccccc1 (stereo unspecified)	i	-1.04
Cc1ccc(CNC(=O)CCCn2c(=O)c3ccccc3n(CC(=O)NC3CCCC3)c2=O)cc1	i	1.07
Cc1n[nH]c(C)c1CCCOc1ccccc1	i	-0.28
CCN(CC)C(=O)Oc1ccnc2cc(Cl)ccc12	i	0.54
CSCCC(NC(=O)COc1ccccc1)C(=O)N1CCCC(C(F)(F)F)C1 (stereo unspecified)	i	-1.57
O=C(CC1C(=O)NCCN1Cc1ccc(F)cc1)NC1CCCCCCC1 (stereo unspecified)	i	-2.87
O=S1(=O)CCN(Cc2ccc(F)cc2)CC1	i	-1.08
CCc1nnc(NC(=O)CCC(=O)N2CCN(c3cccc(Cl)c3)CC2)s1	i	-0.71
COc1ccccc1CNC(=O)CCCC(=O)n1nc(C)c2ccccc21	i	-0.01
Cc1ccccc1-c1nnc(SCC(=O)NCc2ccc3c(c2)OCO3)n1C	i	0.6
CCCCOc1ccc(C(=O)N/C(=C\c2ccc(OC)cc2)C(=O)OCc2ccco2)cc1	i	0.9
NNC(=O)c1cc(-c2ccc(N)cc2)nc2ccc(Br)cc12	i	-0.19
O=c1[nH]c2ccc(N/C(=N/S(=O)(=O)c3ccccc3)c3ccccc3)cc2[nH]1	i	1.65
On1c(-c2ccco2)nc2c1CCc1nonc1-2	i	-1.15
Cc1ccc2c(C)c(C(=O)N3CCN(C4CCS(=O)(=O)C4)CC3)oc2c1C (stereo unspecified)	i	-0.58
COc1ccc2ccccc2c1C1CC(=O)N2CN(C3CCCCC3)CSC2=C1C#N (stereo unspecified)	i	-0.85

Taken from above.
Entry of CCCCNC(=O)C1CCCN1C(=O)Nc1ccccc1 (stereo unspecified) under Kir21 inh: -1.04
Entry of C=CCNC(=O)NC(=O)COn1nnc2ccc(S(=O)(=O)N(C)C)cc21 under Kir21 inh: 1.19
Entry of On1c(-c2ccco2)nc2c1CCc1nonc1-2 under Kir21 inh: -1.15
Entry of COc1ccccc1CNC(=O)CCCC(=O)n1nc(C)c2ccccc21 under Kir21 inh: -0.01
Entry of Cc1ccccc1-c1nnc(SCC(=O)NCc2ccc3c(c2)OCO3)n1C under Kir21 inh: 0.6
Entry of CC(=O)NCc1ccc(C(=O)O)cc1 under Kir21 inh: 0.68
Entry of NNC(=O)c1cc(-c2ccc(N)cc2)nc2ccc(Br)cc12 under Kir21 inh: -0.19
